APOBEC3G inh – APOBEC3G (human) deaminase inhibition; recombinant A3G, ssDNA deamination FAM/TAMRA fluorescence; inhibition, % at 20 µM; 330,000 compounds, 0.28% hits;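 active = inhibition of at least 40% at 20 µM, with no more than 30% in the related APOBEC3A deaminase screen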;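 also: plate controls were DMSO wells with A3G for no effect and wells lacking A3G enzyme for full effect; some compounds called inactive have numbers as strong as hits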
Target sequence (Q9HC16 whole entry, looked up): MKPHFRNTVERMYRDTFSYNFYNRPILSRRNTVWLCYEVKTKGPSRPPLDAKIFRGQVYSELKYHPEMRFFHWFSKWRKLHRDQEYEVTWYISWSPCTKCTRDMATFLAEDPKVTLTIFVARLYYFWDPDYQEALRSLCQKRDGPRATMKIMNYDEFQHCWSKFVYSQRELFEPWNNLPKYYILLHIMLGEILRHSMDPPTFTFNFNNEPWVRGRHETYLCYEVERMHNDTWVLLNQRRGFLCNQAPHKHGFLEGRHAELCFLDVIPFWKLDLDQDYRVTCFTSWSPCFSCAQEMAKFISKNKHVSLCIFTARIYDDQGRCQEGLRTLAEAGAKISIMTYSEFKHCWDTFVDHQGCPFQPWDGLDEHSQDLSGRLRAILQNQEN
mIAP act – mouse IAP activation; muIAP, CDP-Star luminescence, 30 min; hits give high values; 1 = vehicle-only enzyme signal, 0 = enzyme-free wells; activation factor at 10 µM; 330,000 compounds, 0.24% hits;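 active = activation factor of at least 2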; also: the source names both 10 and 20 µM as test concentration; values of inactives mirror those of a sister screen read the other way
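Assay system: mouse IAP enzyme / Compound: DMSO-dissolved test compounds / Timing: 30 min, room temperature / Measured by: luminescence from enzymatic CDP-Star hydrolysis / Control set: DMSO-only wells, enzyme-free buffer wells as negative control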
hIAP act – human IAP activation; P09923; purified human IAP, CDP-Star luminescence, 30 min; hits give high values; 1 = vehicle-only enzyme, 0 = enzyme-free background; activation factor at 10 µM; 330,000 compounds, 0.16% hits; AID 2524;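 active = activation factor of the enzyme at least 2-fold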; also: the source names both 10 and 20 µM as test concentration; values of inactives mirror those of a sister screen read the other way
mIAP inh – mouse IAP inhibition; purified mouse IAP, CDP-Star luminescence, 30 min; inhibition, % at 10 µM; 330,000 compounds, 0.2% hits; AID 2806;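 active = inhibition of at least 40% at 10 µM in the primary screen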;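 also: plate controls were DMSO with enzyme for no effect and no enzyme wells for full effect; values of inactives mirror those of a sister screen read the other way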
hIAP inh – blocks human intestinal alkaline phosphatase. 330,000 compounds, 0.12% hits. AID 2544. purified IAP, CDP-Star luminescence, 30 min. P09923. inhibition, % at 10 µM;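 active = inhibition reaching a set limit with compound at 10 µM in the primary screen, cut at about 35% in these data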;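 also: plate controls were DMSO wells with enzyme for no effect and no-enzyme buffer wells for full effect; values of inactives mirror those of a sister screen read the other way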
MPTP inh – permeability transition pore inhibition. isolated mouse mitochondria, Ca2+ swelling absorbance, 30 min. inhibition, % at 10 µM. 360,000 compounds, 1.4% hits;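 active = inhibition of 50% or more, scaled per plate between neutral and stimulator controls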;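 also: 0% = DMSO wells given calcium and 100% = 1 mM EGTA wells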
ATG4B inh – blocks human ATG4B protease cleavage of LC3 substrate | 340,000 compounds, 0.51% hits | inhibition, % at 8.33 µM | ATG4B cleavage of LC3-PLA2, NBD-HPC fluorescence, 1 h; in the data active = inhibition above about 40%
Target sequence (Q9Y4P1 whole entry, looked up): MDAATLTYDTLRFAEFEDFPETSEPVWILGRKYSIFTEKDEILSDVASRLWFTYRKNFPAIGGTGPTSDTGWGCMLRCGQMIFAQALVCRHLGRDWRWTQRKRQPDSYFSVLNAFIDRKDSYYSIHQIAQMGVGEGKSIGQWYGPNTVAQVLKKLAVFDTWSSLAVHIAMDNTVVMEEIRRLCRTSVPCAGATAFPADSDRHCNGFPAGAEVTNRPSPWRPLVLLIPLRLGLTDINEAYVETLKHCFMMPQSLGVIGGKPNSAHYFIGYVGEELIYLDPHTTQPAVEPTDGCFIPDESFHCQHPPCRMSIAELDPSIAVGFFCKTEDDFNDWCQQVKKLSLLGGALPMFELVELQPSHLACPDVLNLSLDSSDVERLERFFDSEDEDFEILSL
A3A deaminase – human APOBEC3A DNA deaminase inhibition | P31941 | recombinant A3A, FAM/TAMRA ssDNA deamination fluorescence | inhibition, % at 20 µM | 330,000 compounds, 0.41% hits | AID 493011;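 active = at least 40% inhibition at 20 µM here, with at most 30% in a related deaminase screen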;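 also: plate controls were A3A with DMSO for no effect and wells lacking A3A enzyme for full effect; some results filed as inactive read as strong as hits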
Target sequence (P31941 whole entry, looked up): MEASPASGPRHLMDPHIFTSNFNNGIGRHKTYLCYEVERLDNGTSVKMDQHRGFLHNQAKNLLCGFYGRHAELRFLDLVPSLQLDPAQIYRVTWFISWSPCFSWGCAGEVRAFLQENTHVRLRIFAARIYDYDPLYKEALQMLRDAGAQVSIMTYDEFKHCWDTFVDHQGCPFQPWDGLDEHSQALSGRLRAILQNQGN
MIN6 prolif – inducers of beta-cell replication in MIN6 cells | MIN6 cells proliferation, ATPlite luminescence, 48 h; cells starved in 0.2% serum; 100% = growth in 10% serum | proliferation, % at 10 µM | 330,000 compounds, 0.29% hits | AID 2380;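 active = compounds whose signal lies at least 3.5 SD above the mean of all wells on their plate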;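 also: 0% = DMSO-treated cells in low-serum medium and 100% = 10% serum control; some compounds called inactive have numbers as strong as hits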
* = called active by the depositor.

The line under a structure holds: APOBEC3G inh	mIAP act	hIAP act	mIAP inh	hIAP inh	MPTP inh	ATG4B inh	A3A deaminase	MIN6 prolif
[1] Cc1ccc(C23CC4CC(CC(C(=O)NC(C)C)(C4)C2)C3)cc1
    -7	1.1	0.96	-8	4	1.0	-7	-3	-2
[2] O=C(NC(=S)Nc1ccccc1O)c1ccc(Cl)cc1Cl
    13	0.88	1.3	12	-30	0.4	3	2	-5
[3] O=C(Cc1ccccc1)CC1(O)C(=O)Nc2ccccc21 (centres undefined)
    -2	1	1	-2	-3	-0.5	-5	4	-2
[4] Cc1c(/C=N\NC(=O)c2cccc(F)c2)cnn1C
    1	1.1	0.9	-12	10	-0.4	-7	3	-1
[5] CCOC(=O)c1c(CN2CCOCC2)oc2ccc(OC)cc12
    -5	0.96	1.1	4	-6	2.3	-11	-2	-2
[6] COc1ccc(-n2c(N)c(-c3nc4ccccc4n3C)sc2=S)cc1
    -5	0.9	1.1	10	-6	8.2	-2	-1	1
[7] COc1cccc(C(=O)Nc2ccc(S(=O)(=O)NCc3ccco3)cc2)c1
    -1	0.96	0.97	4	2	5.0	-10	1	-1
[8] CC(NC(=O)c1ccco1)C(=O)OC(C)C(=O)NCc1ccccc1 (centres undefined)
    -7	1	0.94	-2	6	0.6	-11	2	-1
[9] O=c1oc2cc(O)ccc2cc1S(=O)(=O)c1ccccc1
    -3	1.1	1	-8	0	0.0	4	-2	-1
[10] COc1ccc(C(=O)NCC(c2ccccc2)N2CCCC2)cc1S(=O)(=O)N1CCOCC1 (centres undefined)
    -8	0.97	1	3	0	-0.2	1	-3	2
[11] Cc1cc(OCCCC(=O)N2CCCCC2)cc(C)c1Cl
    -4	0.95	1.1	5	-6	-1.3	10	-1	-2
[12] Cc1ccc(C(=O)NCCNS(=O)(=O)c2ccccc2[N+](=O)[O-])cc1
    -4	0.88	1.1	12	-5	-0.1	1	-3	0
[13] O=C(Nc1cccc(-c2cn3ccccc3n2)c1)c1cccc(Cl)c1
    -7	0.95	1.1	5	-5	1.1	25	-3	-4
[14] CC(=O)Nc1ccc(S(=O)(=O)N2CCCC2)cc1
    7	0.96	1	4	-3	-0.4	-3	0	-2
[15] Cc1cc(C(=O)OC(C)C(=O)Nc2cccc(S(=O)(=O)N3CCOCC3)c2)c(C)o1 (centres undefined)
    -5	1	1.1	0	-6	-1.7	-17	-3	-2
[16] CCCc1cc(=O)[nH]c(SCC(=O)c2[nH]c(C)c(C(=O)OCC)c2C)n1
    -6	0.99	0.83	1	17	18	-4	-4	0
[17] CCC1=C(OC(=O)N(CC)CC)N2C(=O)OC(=NCCOC)[C@]2(Cc2ccccc2)[C@H]2C1=CC[C@H]1C(=O)N(CC)C(=O)[C@H]12
    -6	0.95	1	5	0	0.2	-5	-3	2
[18] COc1ccc(NC(=O)COC(=O)c2ccc(N3CCCC3=O)cc2)cc1OC
    -5	1.1	0.93	-10	8	0.0	-16	-2	-1
[19] O=C(N/N=C/c1ccsc1)c1ccc2ccccc2n1
    2	0.94	1	6	-5	-2.2	-4	8	2
[20] c1ccc(COC2CCCN(Cc3nc(-c4cnccn4)no3)C2)nc1 (centres undefined)
    -5	0.85	0.96	14	4	-0.5	-8	-1	3

Records 11 through 15 from above:
The line under a structure holds: APOBEC3G inh	mIAP act	hIAP act	mIAP inh	hIAP inh	MPTP inh	ATG4B inh	A3A deaminase	MIN6 prolif
[11] Cc1cc(OCCCC(=O)N2CCCCC2)cc(C)c1Cl
    -4	0.95	1.1	5	-6	-1.3	10	-1	-2
[12] Cc1ccc(C(=O)NCCNS(=O)(=O)c2ccccc2[N+](=O)[O-])cc1
    -4	0.88	1.1	12	-5	-0.1	1	-3	0
[13] O=C(Nc1cccc(-c2cn3ccccc3n2)c1)c1cccc(Cl)c1
    -7	0.95	1.1	5	-5	1.1	25	-3	-4
[14] CC(=O)Nc1ccc(S(=O)(=O)N2CCCC2)cc1
    7	0.96	1	4	-3	-0.4	-3	0	-2
[15] Cc1cc(C(=O)OC(C)C(=O)Nc2cccc(S(=O)(=O)N3CCOCC3)c2)c(C)o1 (centres undefined)
    -5	1	1.1	0	-6	-1.7	-17	-3	-2

Next records
The line under a structure holds: APOBEC3G inh	mIAP act	hIAP act	mIAP inh	hIAP inh	MPTP inh	ATG4B inh	A3A deaminase	MIN6 prolif
[21] Cc1cc(=O)n2[nH]c(N3C(=O)CCC3=O)nc2n1
    3	1.1	1.1	-6	-14	-2.8	-13	3	0
[22] CC(=O)N(c1ccc(C)cc1)C1C=CS(=O)(=O)C1 (centres undefined)
    -1	1	0.93	-2	7	-2.8	0	5	0
[23] O=C(Oc1ccc2c(-c3ccccc3)cc(=O)oc2c1)c1cccs1
    -5	0.9	0.93	10	7	13	-5	-2	-5
[24] CCOC(=O)C1CCCN(Cc2c(C(=O)N3CCOCC3)nc3ccccn23)C1 (centres undefined)
    -5	1.1	0.99	-6	1	-1.3	7	2	-1
[25] COC(=O)Nc1ccc(S(=O)(=O)n2cnc3ccccc32)cc1
    -2	0.94	1.6	6	-62	-3.9	-6	2	-3
[26] O=C(O)c1cccc2c3c([nH]c12)CCCC3
    -4	1	1	-2	-4	-0.9	0	-2	-2
[27] COc1ccc(NC(=O)CCCN2C(=O)C3C4C=CC(C4)C3C2=O)c(OC)c1 (centres undefined)
    -4	0.95	1.1	5	-9	7.0	-9	0	2
[28] COc1cccc(N2C(=NC(=O)C3CCCCC3)SC3CS(=O)(=O)CC32)c1 (centres undefined)
    -3	0.91	0.97	9	3	-1.5	-8	-1	-3
[29] COc1ccc(CN2CCN(c3ccc(F)cc3)CC2)c(OC)c1OC
    -4	1.1	0.85	-7	15	42	1	-1	0
[30] CCn1c(=O)n(CC(=O)Nc2cc(OC)c(OC)c(OC)c2)c(=O)c2ccccc21
    -6	1.1	0.97	-6	3	-0.9	-6	-2	-4
[31] O=S(=O)(Nc1cccc(-n2cnnn2)c1)c1cc(Br)ccc1Br
    -2	1.1	1	-5	-5	0.5	-1	-1	-3
[32] CN(C)C(=O)C[n+]1ccc(C(N)=O)cc1
    1	1	1.1	-2	-8	0.2	6	1	0
[33] COc1ccc(NC(=O)CN2CC(C)OC(C)C2)cc1Cl (centres undefined)
    -6	1	0.94	0	6	0.8	-11	-6	-1
[34] CC(C)(C)NC(=S)N1CCC(C(=O)c2ccc(F)cc2)CC1
    -8	1.1	0.96	-6	4	-0.1	1	-6	1
[35] O=c1c2nncn2c2cccnc2n1CCNc1ncc(C(F)(F)F)cc1Cl
    -2	1	1.1	-3	-8	2.5	-3	0	0
[36] CCSc1nnc(NC(=O)c2cccnc2)s1
    2	0.88	1.1	12	-11	-0.6	4	3	-1
[37] COc1ccc(-c2nc(SCC(=O)N3CCOCC3)n[nH]2)cc1
    14	1	1	-4	-3	-1.2	-5	2	2
[38] CC(=O)NC(=S)Nc1ccc(NC(=O)c2cccs2)cc1
    -4	1.1	0.99	-8	1	1.0	1	2	1
[39] COc1ccc(S(=O)(=O)N2CCCC2CNC(=O)C(=O)NCc2ccccc2)cc1 (centres undefined)
    -12	0.98	1.1	2	-7	-0.4	-14	-3	-3
[40] CN1C(=O)N(C)C2(c3ccccc3)Nn3c(s/c(=C/c4ccco4)c3=O)=NC12c1ccccc1 (centres undefined)
    -6	0.99	0.9	1	10	-2.5	19	1	-2
[41] COc1ccc(-n2nc3c(c2NC(=O)c2ccc4c(c2)OCO4)CS(=O)(=O)C3)cc1
    -2	0.97	1	3	-4	-1.1	4	-1	-1
[42] O=C(NCCc1cnccn1)C1CCC(=O)N(Cc2ccc(Cl)cc2)C1 (centres undefined)
    0	0.92	0.9	8	10	-0.8	3	1	3
[43] COc1ccc2cc(C(=O)N3CCN(c4ccccc4F)CC3)[nH]c2c1
    -3	1	0.87	-2	13	0.5	6	1	-1
[44] COc1ccc(NC(=O)c2cc3c(s2)CCC(C)C3)cc1S(=O)(=O)N1CCOCC1 (centres undefined)
    -10	1.2	0.88	-21	12	5.6	-21	-1	-4
[45] CCCOC(=O)Nc1ccc(S(=O)(=O)Nc2ncccn2)cc1
    0	1.1	1	-14	-2	-3.4	5	-4	2
[46] Cc1nc2ccccc2c(=O)n1/N=C/c1cccnc1
    3	1	0.87	-4	13	-0.9	5	3	0
[47] N#CC1=C(N)OC2=C(C(=O)CCC2)C1c1cc2c(cc1Br)OCO2 (centres undefined)
    -1	0.99	1	1	0	0.1	-2	-5	-1
[48] Cc1ccc(C(=O)OCC(=O)Nc2ccc3c(c2)OCO3)c(O)c1
    0	0.98	1	2	-3	-0.6	-3	1	1
[49] COc1ccccc1N(C)S(=O)(=O)c1ccc(C(=O)Nc2ccc3nc(C)sc3c2)cc1
    -9	0.95	0.97	5	3	6.5	-17	-2	-3
[50] O=C(COc1cccc(Cl)c1Cl)NC1CC1
    -6	0.95	0.81	5	19	-0.5	-2	-3	-1
[51] CCOc1ccc(/C=N/NC2=NCCCCC2)cc1
    -1	0.99	1	1	-3	-0.9	-2	-1	0
[52] Cc1cc(C)c(C(=O)N2CCCC(N3CCN(c4cccc(C(F)(F)F)c4)CC3)C2)o1 (centres undefined)
    -1	1.1	1.4	-7	-41	-1.4	0	-2	-5
[53] CCc1ccccc1N(CC(=O)NC1CCCC1)C(=O)CNC(=O)c1cccs1
    -8	0.92	0.93	8	7	-3.2	0	-3	-2
[54] CN(CCCC(=O)NCc1ccccc1)S(=O)(=O)c1ccc([N+](=O)[O-])cc1
    -6	0.91	0.93	9	7	0.1	0	-3	-4

Entries of single compounds as entered above. Order of screens: APOBEC3G inh	mIAP act	hIAP act	mIAP inh	hIAP inh	MPTP inh	ATG4B inh	A3A deaminase	MIN6 prolif
COc1ccc(NC(=O)c2cc3c(s2)CCC(C)C3)cc1S(=O)(=O)N1CCOCC1 (centres undefined) across the screens: -10	1.2	0.88	-21	12	5.6	-21	-1	-4
COc1ccccc1N(C)S(=O)(=O)c1ccc(C(=O)Nc2ccc3nc(C)sc3c2)cc1 across the screens: -9	0.95	0.97	5	3	6.5	-17	-2	-3
CCc1ccccc1N(CC(=O)NC1CCCC1)C(=O)CNC(=O)c1cccs1 across the screens: -8	0.92	0.93	8	7	-3.2	0	-3	-2

Bioassay records: PubChem, Sanford-Burnham Center for Chemical Genomics
